RGS8-Gao reg: RGS8-Galphao binding modulators, primary screen, biochemical, multiplexed bead flow cytometry. actives lie on both sides. hit rate 0.34% among 220,000. response (percent of control binding), % at 10 µM. Guanine nucleotide-binding protein G(o) subunit alpha (Homo sapiens), P09471; in the data active means response below about 60% or above about 140%; inactive means in between;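 further: Galphao activated as the GDP aluminium fluoride complex binding bead-coupled RGS8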
ABCG2 block: ABCG2 efflux pump inhibitors, primary screen, multiplex with ABCB1, IgMXP3 cells, flow cytometry | Broad substrate specificity ATP-binding cassette transporter ABCG2 (Homo sapiens), Q9UNQ0 | JC-1 efflux | inhibition, % at 6.6 µM | hit rate 0.1% among 190,000 | AID 1325, 2008;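 active means inhibition above 80%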;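 further: 0% = DMSO and 100% = nicardipine control wells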
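Measure – % inhibition of efflux relative to nicardipine and DMSO · Test system – ABCG2 IgMXP3 and barcoded ABCB1 CCRF-Adr cell mix · Control set – nicardipine as high control, DMSO as low control · Compound – one concentration, 6.6 µM final · Signal – flow cytometry of retained JC-1 fluorescence · Timing – 10 min exposure at 25 °C with rotation, no wash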
Bim-Bcl-XL: inhibitors of Bim-Bcl-XL binding, primary screen, biochemical, multiplexed, bead flow cytometry, human Bcl-XL | Bcl-2-like protein 1 (Homo sapiens), Q07817 | Bim peptide-Bcl-XL binding, fluorescence | inhibition, % at 10 µM | hit rate 0.04% among 190,000 | AID 1007, 2008
Bim-Bcl-B: inhibitors of Bim-Bcl-B binding, primary screen, biochemical, multiplexed, human Bcl-2 family | Bcl-2-like protein 10 (Homo sapiens), Q9HD36 | bead-based flow cytometry, Bim peptide-Bcl-B binding | inhibition, % at 10 µM | hit rate 0.073% among 190,000 | AID 951, 2007;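 further: 0% = tracer peptide without compound and 100% = reference inhibitor peptide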
ABCB1 block: ABCB1 efflux pump inhibitors, primary screen, cell-based, multiplex, flow cytometry, ABCG2 counter-screen | CCRF-Adr cells, JC-1 efflux | inhibition, % at 6.6 µM | hit rate 0.067% among 190,000; in the data active means inhibition above about 40%;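 further: 0% = vehicle and 100% = reference inhibitor; higher value means more JC-1 retained so stronger ABCB1 efflux block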
Bcl-W Bim block: inhibitors of Bim binding to Bcl-W, primary screen, biochemical, multiplexed, bead-based flow cytometry; Bim peptide-Bcl-W binding; inhibition, % at 10 µM; hit rate 0.02% among 190,000; AID 952, 2007;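 further: 0% = bound tracer without compound and 100% = peptide blocker; higher means less fluorescent Bim peptide bound to Bcl-W beads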
RGS7-Gao reg: RGS7-Galphao binding modulators, primary screen, biochemical, multiplexed bead flow cytometry | Guanine nucleotide-binding protein G(o) subunit alpha (Homo sapiens), P09471 | actives lie on both sides | binding response (% of control), % at 10 µM | hit rate 0.35% among 220,000 | AID 1439, 2008; in the data active means binding response below about 49% or above about 150%; inconclusive means no clear call, values can overlap the other calls; inactive means in between;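 further: fluorescent Galphao held in activated GDP-AlF4 state binding bead-coupled RGS7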
RGS4-Gao reg: modulators of RGS4 binding to Galphao, primary screen, biochemical, multiplexed bead flow cytometry | Guanine nucleotide-binding protein G(o) subunit alpha (Homo sapiens), P09471 | actives lie on both sides | binding response (% of control), % at 10 µM | hit rate 0.33% among 220,000 | AID 1415, 2008; in the data active means binding response below about 49% or above about 150%; inactive means in between;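 further: fluorescent Galphao activated with aluminum fluoride binding bead-coupled RGS4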
GSH bead fluor: compound fluorescence on glutathione beads, profiling panel, artefact control, biophysical, 488/530 nm, flow cytometry | AID 1776, 2009 | fluorescence (KMESF) at 10 µM | hit rate 0.25% among 190,000 | GSH beads flow cytometry, compound fluorescence 488/530 nm; active compounds read high; in the data active means fluorescence above about 89;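 further: glutathione beads carrying GST-tagged Bcl family fusion proteins plus one bare bead set; values are compound well signal with DMSO vehicle wells as background; inactives centre near 16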
Bim-Bfl-1: inhibitors of Bim binding to Bfl-1, primary screen, biochemical, multiplexed, bead-based flow cytometry. Bcl-2-related protein A1 (Homo sapiens), Q16548. Bim-Bfl-1 binding inhibition. inhibition, % at 10 µM. hit rate 0.12% among 190,000. AID 1008, 2008;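 further: 0% = wells without compound plus tracer and 100% = blocker peptide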
Bcl-2 Bim block: inhibitors of Bim-Bcl-2 binding, primary screen, biochemical, multiplexed, human Bcl-2 family; hit rate 0.06% among 190,000; AID 950, 2007; Bead-based flow cytometry, Bim peptide-Bcl-2 binding; inhibition, % at 10 µM; in the data active means inhibition above about 40%; inconclusive means no clear call, values can overlap the other calls;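 further: 0% = no compound wells with probe peptide and 100% = reference peptide inhibitor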
* hit, by the source's call; ? = inconclusive. Unless noted, no stated cut-off is given here; in the data, active means inhibition above about 40%.

compound	RGS8-Gao reg	ABCG2 block	Bim-Bcl-XL	Bim-Bcl-B	ABCB1 block	Bcl-W Bim block	RGS7-Gao reg	RGS4-Gao reg	GSH bead fluor	Bim-Bfl-1	Bcl-2 Bim block
CCN(CC)C(=N)N1c2ccccc2CCC1C (configuration not stated)	100	2	-1	-4	0.8	-1	100	101	12	0	1
Cc1cc(C)cc(N(CC(=O)N2CCC(C)CC2)S(C)(=O)=O)c1	98	-3	-7	-4	0.5	0	101	100	34	-10	-6
Cc1nn(C)c(Oc2cccc(C(F)(F)F)c2)c1C=O	102	1	-2	-1	0.6	-2	98	100	11	-5	1
COc1ccc(NC(=O)c2cc(S(=O)(=O)N(Cc3ccccc3)c3ccccc3)ccc2Cl)cn1	108	7	0	-2	5.2	1	99	102	6	1	1
O=C(CCNS(=O)(=O)c1ccc(Br)s1)N1CCCCC1	102	0	-3	-12	-0.4	2	96	96	35	-10	-7
CC(c1ccccc1)C1C(C#N)=C(N)SC(N)=C1C#N (configuration not stated)	93	1	-5	-8	-0.1	0	101	98	25	0	-2
COc1cccc(OCC(O)CN2CCN(c3ncccn3)CC2)c1 (configuration not stated)	100	-2	-5	-6	0.0	-1	101	102	6	-2	-6
COc1ccc(Cl)cc1NC(=O)CN(C)CC(=O)NC(C)c1ccccc1 (configuration not stated)	101	6	0	1	1.7	1	?	98	10	0	-1
CCN1C(=O)S/C(=C\c2ccc(N3CCOCC3)cc2C)C1=O	101	61	-10	-13	2.4	-5	109	99	26	-25	-15
O=C(Nc1ccc(N2C(=O)CCC2=O)cc1Cl)c1cccs1	100	1	-5	-6	0.4	-2	99	99	13	-5	-6
CCN(CC)S(=O)(=O)c1ccc(NC(=O)COc2c(OC)cccc2OC)cc1	102	9	-1	-4	1.7	5	102	104	6	-7	-4
CCCCNC(=O)C(=O)NCCCn1ccnc1	102	1	-1	0	0.4	3	101	98	27	-8	0
c1cncc(-c2nnc(-c3cccs3)o2)c1	103	1	0	0	0.1	-1	96	98	13	-2	-3
O=C(OCc1nc2ccccc2[nH]1)C1CCCCC1	106	-4	-4	-2	0.3	-2	106	98	8	-1	-1
NS(=O)(=O)c1ccc(NC(=S)NC(=O)c2ccc(Br)o2)cc1	97	2	-3	-4	0.0	-2	90	94	27	-5	-1
O=C(CCCCCCN1C(=O)c2ccccc2C1=O)NC1CCCCC1	103	7	-3	-16	0.2	-2	100	95	58	-6	-3
CC1CN(C)C(C)c2c1oc1ccc([N+](=O)[O-])cc21 (configuration not stated)	95	0	0	0	0.2	0	95	96	12	-1	1
CC(C)C(C)NC(=O)COc1ncnc2sccc12 (configuration not stated)	107	1	0	1	0.6	0	110	107	10	-1	-3
COc1ccc(OC)c(CNC(=O)CCc2nc(-c3cccs3)no2)c1	100	13	-6	-7	0.6	-6	102	102	14	-5	-2
O=C(N/N=C\c1cc([N+](=O)[O-])ccc1N1CCCC1)c1ccccn1	103	26	0	0	2.3	0	106	108	14	-2	0
O=C(COC(=O)CCc1c[nH]c2ccccc12)NCc1ccc2c(c1)OCO2	100	14	-1	-7	2.1	0	101	97	27	-7	-5
O=C(CCc1nc2ccccc2[nH]1)Nc1ccccc1F	100	1	-2	-4	-0.1	-1	100	102	19	-5	-6
Cc1cnc(C(=O)OCC(=O)NCc2ccccc2)cn1	100	1	-4	-8	0.0	-1	103	103	16	-13	-8
COc1ccc(CNC(=O)C(=O)NCc2cccnc2)cc1	98	9	0	-2	0.5	-2	96	95	14	-1	-5
CCOC(=O)C1=C(C)N(C)C(=S)NC1c1ccccc1 (configuration not stated)	101	7	-2	-4	0.5	-7	99	98	11	-5	-8
N#C/C(=C/c1cn[nH]c1-c1ccc(Br)cc1)C(=O)O	106	0	0	8	-0.7	-3	115	110	17	6	2
Cc1cc(C)nc(N(C#N)Cc2ccc(Br)cc2)n1	100	7	-4	-6	0.2	-3	96	96	24	-15	-13
CNc1nc2[nH]c(=O)c3c(c2s1)OC(N)=C(C#N)C3c1ccccc1 (configuration not stated)	102	-5	-5	-3	-0.6	-2	100	101	11	-2	-3
O=C1CCCN1CCC1CCN(C2CC(=O)N(c3ccc(Cl)cc3)C2=O)CC1 (configuration not stated)	99	1	-6	-6	0.2	-2	102	97	28	-20	-9
NS(=O)(=O)c1ccc(Nc2nc(-c3ccc(O)cc3)cs2)cc1	106	-3	0	-9	-0.5	3	105	110	40	-14	-13
Cc1ccccc1CC(=O)N1CCCC(CCC(=O)N2CCN(c3ccccn3)CC2)C1 (configuration not stated)	83	0	-2	1	1.3	-3	98	98	18	3	2
Cc1cc(=O)n2ccsc2n1	100	4	0	-3	0.2	0	98	96	11	-1	2
CCc1nnc(N/N=C/c2c(Cl)cccc2Cl)n1N	99	14	-16	-11	1.1	-1	96	97	34	-11	-8
C=CCOc1ccc(/C(O)=C2/C(=O)C(=O)N(CCCN3CCOCC3)C2c2ccc(OC)cc2)cc1 (configuration not stated)	107	-10	-5	-5	-0.9	-7	104	106	27	-21	-10
CCCCSc1nnc2[nH]c(=O)cc(N)n12	98	3	-1	-5	0.4	0	100	102	13	-2	-5
Cc1cc(C)c2c(=O)[nH]n(C3CC(C)N(C)CC3C)c2n1 (configuration not stated)	104	1	-5	-8	0.1	-1	102	101	30	-10	-6
CCOCCc1nnc(NC(=O)C(C)Oc2ccccc2)s1 (configuration not stated)	101	3	-3	-5	-0.1	-3	?	104	15	-5	-1
Cc1cc(C)c(C#N)c(SCc2ccccc2[N+](=O)[O-])n1	88	101*	-8	-8	7.2	-2	106	101	9	0	-5
CC(C)N(c1ccccc1)c1ccc(NC(=O)C2CCCO2)cc1 (configuration not stated)	103	3	-7	-4	0.7	0	99	97	266*	-11	-7
CCOC(=O)NC(=O)CSc1nnnn1-c1ccccc1	104	11	-6	-1	6.3	0	135	116	30	-4	0
CCOC(=O)N1CCN(CC(=O)N2c3ccccc3CC2C)CC1 (configuration not stated)	103	3	-2	0	1.1	-3	100	97	17	-2	-3
O=C(OCc1nc2ccccc2s1)C1CCN(C2=NS(=O)(=O)c3ccccc32)CC1	89	4	0	-3	0.8	2	100	97	11	1	-5
COC(=O)CNC(c1ccccc1)c1cc(Br)ccc1NC(=O)CNC(=O)OCc1ccccc1 (configuration not stated)	100	-5	-3	-7	5.4	-3	98	97	10	0	-1
COc1ccc(-n2nc(C(C)=O)c(=O)[nH]c2=O)cc1	102	0	-2	0	0.1	0	100	100	12	-4	-4
CC(C)(C)n1nnnc1C(c1cccs1)N1CCN(C(=O)c2ccco2)CC1 (configuration not stated)	98	1	-6	-9	0.9	0	95	96	31	-15	-7
Cn1c(=O)oc2cc(S(=O)(=O)NC(Cc3ccccc3)C(=O)N3CCCCC3)ccc21 (configuration not stated)	105	0	-4	-8	0.3	2	102	104	21	-9	-6
C=CCN=C1NN=C(c2cc(C)n(CC=C)c2C)CS1	98	41	-3	-5	0.4	-1	95	94	8	6	2
CC(NC(=O)CN(C)Cc1cccs1)c1ccccc1 (configuration not stated)	100	2	-2	-6	1.2	-3	100	91	21	-6	-5
COc1ccc(-c2nc(CSCC(=O)N3CCN(C(=O)c4ccco4)CC3)c(C)o2)cc1OC	109	1	-1	-2	0.5	-2	101	99	15	0	-6
COc1ccc(CNCc2ccco2)cc1OCc1ccccc1	106	7	-8	-6	1.9	-9	103	106	29	-5	-2

More results follow:
compound	RGS8-Gao reg	ABCG2 block	Bim-Bcl-XL	Bim-Bcl-B	ABCB1 block	Bcl-W Bim block	RGS7-Gao reg	RGS4-Gao reg	GSH bead fluor	Bim-Bfl-1	Bcl-2 Bim block
Cc1ccc(Nc2nc(N)nc(CN3CCC(C)CC3)n2)c(C)c1	83	2	-1	-4	0.7	-3	98	90	16	0	-2
COc1cccc(CC2(CO)CCN(Cc3ccc(NC(C)=O)cc3)CC2)c1	100	0	0	-2	0.4	-2	100	100	8	-6	-3
N/C(=N\OC(=O)C12CC3CC(CC(C3)C1)C2)c1ccccc1	100	0	1	0	-0.2	0	101	110	14	0	0
CCN(C(=O)CSc1nc(-c2ccccc2)c(-c2ccccc2)[nH]1)C1CCS(=O)(=O)C1 (configuration not stated)	100	2	-5	-10	0.5	0	98	102	17	-8	-1
Cc1cc(C)c(S(=O)(=O)/N=C2/C=C(SCC(=O)O)C(=O)c3ccccc32)cc1C	76	-5	0	-12	-1.6	18	79	90	17	56*	12

This is a random part of the collection; about 1.1% have a hit in one of these screens.
